Screening data as filed in PubChem.
VLA-4 inh – inhibition in human VLA-4 binding assay, primary screen, VLA-4 allosteric modulator project, MLPCN library, flow cytometry, VLA-4 expressing cells | Integrin alpha-4 (Homo sapiens), P13612 | ligand binding flow cytometry | inhibition, % (about 7 µM as worked out from the volumes in the protocol) | hit rate 0.2% among 330,000 | AID 2557, 2010; in the data active means inhibition above about 50%
CIT2-GFP yeast – modulators of CIT2-GFP expression in yeast, primary screen, S. cerevisiae, GFP fusion, multiplex flow cytometry, MLPCN library; hit rate 0.065% among 320,000; GFP response vs DMSO, % at 10 µM; S. cerevisiae CIT2-GFP strain, 3 h; 100 means same as DMSO wells;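 active means GFP response relative to DMSO above a set limit, near the screen mean plus 3 SD, cut at about 150% in these data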;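 further: ratio of well median GFP fluorescence to mean of DMSO wells on the plate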
AGP1 TOR yeast – modulators of AGP1-GFP expression in yeast TOR pathway, primary screen, cell-based, multiplex flow cytometry, S. cerevisiae, MLPCN library; AID 2066, 2009; hit rate 0.02% among 320,000; 3 h; GFP as percent of DMSO wells; GFP response vs DMSO, % at 10 µM;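 active means GFP response relative to DMSO above a set limit, near screen average plus 3 SD, cut at about 150% in these data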;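 further: median GFP channel fluorescence of the gated AGP1 strain per well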
MCL1 BIM primary – inhibitors of MCL1 binding to BIM-BH3, primary screen, biochemical, fluorescence polarization | inhibition, % at 10.9 µM | hit rate 0.68% among 320,000 | GST-MCL1 / FITC-Bim-BH3 fluorescence polarization;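 active means inhibition above the mean inhibition of all tested compounds plus 3 SD, set per campaign, cut at about 40% in these data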;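 further: 0% = DMSO wells and 100% = unlabeled Bim-BH3 peptide control; higher means more loss of mP so more displacement of Bim peptide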
Target sequence (Q07820 whole entry, looked up): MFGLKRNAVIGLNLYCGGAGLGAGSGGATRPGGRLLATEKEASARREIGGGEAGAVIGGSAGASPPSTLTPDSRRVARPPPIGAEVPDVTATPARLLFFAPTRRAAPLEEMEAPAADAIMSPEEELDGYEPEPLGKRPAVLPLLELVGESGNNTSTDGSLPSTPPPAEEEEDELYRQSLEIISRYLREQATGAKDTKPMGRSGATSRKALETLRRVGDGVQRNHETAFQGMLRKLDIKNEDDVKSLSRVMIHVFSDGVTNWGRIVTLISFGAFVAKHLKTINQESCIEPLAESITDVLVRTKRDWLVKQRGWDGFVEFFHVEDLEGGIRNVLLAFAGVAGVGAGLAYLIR
Bcl-xL primary – inhibitors of human Bcl-xL, primary screen, biochemical, fluorescence polarization, HTS; Bcl-2-like protein 1 (Homo sapiens), Q07817; GST-Bcl-xL / FITC-Bim BH3 peptide fluorescence polarization; inhibition, % at 10.9 µM; hit rate 0.7% among 320,000; AID 2129, 2009;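 active means inhibition above the mean of all tested compounds plus 3 SD, cutoff set per campaign, cut at about 30% in these data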;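 further: 0% = DMSO wells and 100% = unlabeled Bim-BH3 peptide competitor; inhibitors lower millipolarization by displacing the labeled peptide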
Target sequence (Q07817 whole entry, looked up): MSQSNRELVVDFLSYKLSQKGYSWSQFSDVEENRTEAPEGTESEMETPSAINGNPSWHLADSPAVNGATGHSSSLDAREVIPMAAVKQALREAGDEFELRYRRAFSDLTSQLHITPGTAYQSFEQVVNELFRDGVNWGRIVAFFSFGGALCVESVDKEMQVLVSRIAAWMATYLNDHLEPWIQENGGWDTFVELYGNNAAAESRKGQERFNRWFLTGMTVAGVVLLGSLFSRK
GRK2 aptamer HTS – compounds blocking aptamer binding on GRK2 – biochemical, human GRK2, bead flow cytometry, HTS, primary screen | hit rate 0.59% among 330,000 | FAM-aptamer displacement from GRK2 | inhibition of aptamer binding, % at 10 µM | AID 488847, 2010;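 active means inhibition of aptamer binding above 40%, roughly 3 SD of noise, on plates passing a quality check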;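 further: median bead fluorescence of bound FAM aptamer so fluorescent compounds give negative values; no value below 0 was filed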
GLD-1 RNA inh – GLD-1/TGE RNA complex disruptors, primary screen, biochemical, fluorescence polarization | Female germline-specific tumor suppressor gld-1 (Caenorhabditis elegans), Q17339 | purified GLD-1 + fluorescein TGE RNA | inhibition, % at 5.96 µM | hit rate 0.44% among 320,000;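 active means percent inhibition above a per-plate cutoff, the plate mean of test compounds plus 3 SD, cut at about 30% in these data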;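 further: 0% = DMSO wells with GLD-1 and probe and 100% = wells lacking GLD-1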
Target sequence (Q17339 whole entry, looked up): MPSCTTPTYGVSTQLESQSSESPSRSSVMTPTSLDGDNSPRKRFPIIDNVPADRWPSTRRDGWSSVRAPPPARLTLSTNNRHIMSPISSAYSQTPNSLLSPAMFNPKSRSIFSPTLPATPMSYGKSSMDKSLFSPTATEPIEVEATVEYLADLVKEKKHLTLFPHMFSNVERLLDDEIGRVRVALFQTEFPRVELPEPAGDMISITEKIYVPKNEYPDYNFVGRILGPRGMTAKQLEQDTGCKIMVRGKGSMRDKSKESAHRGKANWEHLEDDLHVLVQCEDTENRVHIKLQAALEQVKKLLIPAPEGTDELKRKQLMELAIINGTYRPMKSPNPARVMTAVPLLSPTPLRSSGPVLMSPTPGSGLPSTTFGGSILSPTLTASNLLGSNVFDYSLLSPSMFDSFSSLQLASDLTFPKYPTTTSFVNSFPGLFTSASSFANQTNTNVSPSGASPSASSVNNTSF
MEX-5 binding – MEX-5 zinc finger RNA-binding disruptors – biochemical, C. elegans, fluorescence polarization, MLPCN library, primary screen. activity score (negative = inhibition of binding), % at 10 µM. Zinc finger protein mex-5 (Caenorhabditis elegans), Q9XUB2. AID 1832, 2009. MEX-5/FITC-TCR2 RNA binding; stronger effect = lower value. hit rate 0.38% among 300,000;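 active means inhibition past about -25% in most replicates, and total fluorescence under double the plate's negative control median, limit read from the data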;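 further: 0% = DMSO and -100% = 5 µM competing unlabeled TCR2 RNA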
CR mimetic SO – reduction of superoxide in aged yeast, primary screen, HTS | hit rate 0.18% among 330,000 | S. cerevisiae aged cells, superoxide DHE fluorescence; stronger effect = lower value | AID 2690, 2010 | superoxide response (% of plate mean), % at 10 µM;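 active means superoxide response under a set limit, about three screen SD below normal, cut at about 65% in these data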;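 further: yeast aged for seven days with compound at 30 °C before DHE staining; 100% = average MFI of all compound-treated wells on the plate with controls excluded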
An asterisk follows results filed as active; / = not tested or not shown.

SMILES	VLA-4 inh	CIT2-GFP yeast	AGP1 TOR yeast	MCL1 BIM primary	Bcl-xL primary	GRK2 aptamer HTS	GLD-1 RNA inh	MEX-5 binding	CR mimetic SO
O=C(CS(=O)(=O)c1ccccc1)c1ccc2c(c1)OCCO2	17	101	96	6	-1	2	4	0.7	88
CCc1noc(C)c1C(=O)NCCN1C(=O)S/C(=C\c2ccc(OC)cc2)C1=O	6	102	105	-2	-7	0	-1	0.8	89
Cc1cccc(NS(=O)(=O)c2nnc(NC(=O)c3ccccc3F)s2)c1	11	92	89	2	-2	0	-3	-2.5	106
CCCCC1CC1C(=O)Nc1ncc2c(n1)CC(C)(C)CC2=O (centres undefined)	-2	97	99	-3	3	0	2	1.4	113
Cc1ccccc1OCC(O)Cn1c(SC(C)C)nc2c1c(=O)[nH]c(=O)n2C (centres undefined)	7	88	100	-8	-2	1	-2	2.9	105
CN(C)[C@@H]1CCC[C@@H]1OC(=O)C(c1ccccc1)c1ccccc1	-10	102	103	-4	4	0	2	-1.0	90
CCn1cc(C(=O)NCC(=O)OC)c2cc(OC)c(OC)cc2c1=O	4	105	101	13	12	0	-4	0.9	101
Cc1cccc(CCNS(=O)(=O)c2ccc3c(c2)NC(=O)CO3)c1	5	122	110	2	0	1	0	0.2	97
CCn1cc(CNCc2c(C(=O)N3CCCCC3)nc3c(C)cccn23)cn1	-9	102	98	2	4	8	7	2.1	105
COCCOC(=O)c1c(C)oc2ccc(O)c(CN3CCC(C)CC3)c12	5	89	88	3	1	3	1	0.1	86
O=c1cc(CN2CCCCC2)nc(C2CC2)[nH]1	5	107	116	-2	3	0	3	0.1	93
O=C(Cc1cccs1)Nc1ccccc1F	-11	88	92	8	3	0	2	-0.4	84
CCOC(=O)c1nc(C(=O)NCc2ccc(C)cc2)nc2ccccc12	5	97	105	/	/	0	5	/	114
O=C1c2cccnc2C(=O)N1c1cccc(-c2nc3ccccc3o2)c1	28	101	96	4	5	0	-2	1.2	110
Cc1nc(C)c(-c2ccc(SCc3ccccc3F)nn2)s1	2	103	105	3	6	2	0	1.8	94

An excerpt from above, reduced to GRK2 aptamer HTS.
SMILES | GRK2 aptamer HTS
CN(C)[C@@H]1CCC[C@@H]1OC(=O)C(c1ccccc1)c1ccccc1 | 0
CCn1cc(C(=O)NCC(=O)OC)c2cc(OC)c(OC)cc2c1=O | 0
Cc1cccc(CCNS(=O)(=O)c2ccc3c(c2)NC(=O)CO3)c1 | 1

Next records.
SMILES	VLA-4 inh	CIT2-GFP yeast	AGP1 TOR yeast	MCL1 BIM primary	Bcl-xL primary	GRK2 aptamer HTS	GLD-1 RNA inh	MEX-5 binding	CR mimetic SO
COc1ccc(CCNC(=O)[C@H](CC(C)C)NC(=O)N2CCn3c2nc2ccccc23)cc1OC	13	104	98	5	6	2	2	0.0	121
O=C(CCNC(=O)c1ccc(Br)cc1)NCc1ccccc1F	9	100	103	-10	-4	0	0	-2.7	120
CCN(Cc1ccc(OC)c(F)c1)C(=O)c1oc2ccccc2c1COC	12	93	93	8	8	0	7	0.0	98
Fc1ccc(C2NCCn3cccc32)cc1 (centres undefined)	6	113	105	3	2	0	2	-3.2	93
C=CCNC(=O)CN1CCC(n2nnc3cc(C(F)(F)F)ccc32)CC1	-3	103	106	2	4	0	3	-2.3	95
Fc1ccc(-c2ccnn2-c2ccccc2)cc1	14	102	92	5	6	0	1	-0.7	93
O=C(CCc1nc2ccccc2[nH]1)Nc1ccc2c(c1)OCCO2	-9	98	102	3	4	2	6	-0.4	104
O=C(Nc1cc(S(=O)(=O)N2CCOCC2)ccc1O)c1ccc2c(c1)S(=O)(=O)c1ccccc1C2=O	5	97	98	22	9	3	-3	-3.1	96
O=C(Nc1ccc(SC(F)F)cc1)c1ccc2nccnc2c1	-34	96	96	2	2	3	0	-0.6	69
CC(=O)OCCCCCCCCCCC[N+]1(C)CCCCC1	10	101	100	-15	-14	0	8	1.9	102
CCn1cc(CNC(=O)c2cc([N+](=O)[O-])c(C)c([N+](=O)[O-])c2)cn1	7	105	103	10	6	0	4	1.6	113
O=C(CN1C(=O)N/C(=C\c2ccccc2OCc2ccc(C(=O)O)cc2)C1=O)Nc1ccc(F)cc1	9	105	97	2	0	0	-1	-1.0	94
NS(=O)(=O)c1cccc(NC(=S)NCc2ccccc2)c1	12	93	98	2	3	3	2	-0.6	93
Cc1cccc(N(C(=O)c2snc(C(N)=O)c2N)C(C(=O)NCc2ccccc2)c2ccncc2)c1 (centres undefined)	26	107	102	2	1	1	4	-0.5	98
CCOc1ccc(CCNC(=O)CN(C)S(=O)(=O)c2cccc3nsnc23)cc1OCC	4	110	109	0	-2	2	-2	2.5	86
Cc1ccc(CNC(=O)C2CCN(S(=O)(=O)c3ccc4nc5c(c(C(=O)O)c4c3)CC(C)CC5)CC2)cc1 (centres undefined)	14	95	98	16	20	6	10	-2.9	97
COc1ccc2c(CC(=O)N3CCN(S(=O)(=O)c4ccc(F)cc4)CC3)coc2c1	-2	102	105	-8	-2	1	1	/	94
Cc1nc2c(cc1N)nc(C)n2Cc1ccccc1	0	103	97	9	7	4	-7	1.5	104
COc1ccc(NC(=O)CSc2ccc(-c3ccco3)nn2)cc1OC	-3	103	102	8	5	0	4	1.1	89
CCC1CCCCN1S(=O)(=O)c1ccc2c(c1)CCN2C(=O)C1CCC1 (centres undefined)	1	96	108	-8	2	6	-1	1.4	106
Cc1cccc(OCC(O)Cn2c(=N)n(Cc3ccccc3)c3ccccc32)c1 (centres undefined)	18	93	102	3	-2	0	2	-0.2	92
O=C(c1ccco1)N1CCCC(c2nc3c(nnn3Cc3ccc(F)cc3)c(=O)[nH]2)C1 (centres undefined)	3	95	96	-3	1	0	3	1.4	114
CCOc1ccc(CN(C(=O)/C=C/c2ccco2)C2CCS(=O)(=O)C2)cc1 (centres undefined)	3	96	98	0	4	0	3	1.5	107
CC(CCc1ccccc1)NC(=O)CNC(=O)c1ccccc1Br (centres undefined)	27	103	103	1	3	1	0	1.9	100
COc1cccc(NC(=O)c2ccc(NC(C)=O)cc2)c1	-4	108	106	2	-1	0	-7	1.6	90
OCc1c(OCc2cccc(F)c2)ccc2ccccc12	16	108	89	1	-2	0	10	-2.3	121
COc1ccc(C2OC(=O)CC2C(=O)NCc2ccc(F)cc2)cc1OC (centres undefined)	4	99	95	2	3	2	-1	2.5	103
Cn1c(O)c(N=NC(=O)C2COc3ccccc3O2)c2ccccc21 (centres undefined)	15	107	110	4	2	16	3	-2.4	98
O=C(Nc1nc2ccccc2s1)c1cccc(N2C(=O)CCC2=O)c1	4	104	103	2	3	0	2	-2.0	90
C#CCOCCOCCOCCNc1nc(N2CCN(C(=O)Cn3cc(CCCN=C(N)N)nn3)CC2)nc(N2CCN(C(=O)[C@H](CCCCN)n3cc(CCC(=O)O)nn3)CC2)n1	6	129	92	-6	4	11	11	/	101
CN(C)C(=O)N1CCN(C(=O)c2ccco2)CC1	19	90	94	3	2	0	5	0.6	126
N/C(=N\OC(=O)COc1ccccc1Cl)c1ccccn1	-134	81	97	5	6	5	3	/	89
COc1cc(C(=O)OCCn2c(=O)c3c(ncn3CCN(C)C)n(C)c2=O)cc(OC)c1OC	12	94	98	-11	-4	4	7	1.6	97
CCCNC(=O)C(Cc1ccccc1)NC(=O)c1ccc(C(C)(C)C)cc1 (centres undefined)	17	92	97	-2	1	5	10	/	120
Cc1ccc(NC(=O)C2c3ccccc3Oc3ccccc32)c(C)c1	-5	99	93	0	6	0	8	1.6	103
Cc1ccc(-n2[nH]c(C)c(C=Nc3cc(C)ccn3)c2=O)cc1	-4	102	95	2	8	6	-4	3.5	107
CC(NC(=O)C(C)(C)C)C(c1cccs1)N1CCN(Cc2ccccc2)CC1 (centres undefined)	-5	99	107	5	-1	1	0	/	95
COC(=O)/C(C#N)=C/c1c(Oc2cc(C)cc(C)c2)nc2c(C)cccn2c1=O	-4	93	95	-3	1	8	3	-41*	96
Cc1ccc(-n2ncc3c(=O)[nH]c(SCC(=O)NCC4CCCO4)nc32)cc1 (centres undefined)	-4	92	92	/	/	0	4	/	91
Cc1cc(C)cc(C(=O)NCC(=O)OCc2c(C)noc2C)c1	5	97	101	5	8	1	-7	-0.5	112
O=C1OC(/C(=C\Nc2cc(Cl)ccc2O)[N+](=O)[O-])c2ccccc21 (centres undefined)	-10	109	101	-4	1	0	9	-26*	99
COc1ccc(CCNS(=O)(=O)CCNC(=O)c2ccc3c(c2)OCO3)cc1OC	12	86	99	0	-3	8	-1	1.0	107
CCCCCOc1ccc(CSC(=N)N)cc1[N+](=O)[O-]	46	100	99	-8	-6	0	8	5.3	90
Cn1nnnc1SCc1ccc(Cl)cc1	41	91	100	-1	3	0	-1	1.0	95
CN1CCc2nc(SCC(=O)Nc3ccc(OC(F)(F)F)cc3)c(C#N)c(-c3cccs3)c2C1	-74	118	94	12	23	0	6	-4.1	112
Cc1no[n+]([O-])c1COc1ccccc1/C=N/n1nnnc1N	-4	97	100	-1	4	3	-1	3.0	138
COc1cc(C(C[N+](=O)[O-])c2c(C)cc3ccccn23)ccc1O (centres undefined)	6	110	101	1	1	6	10	0.6	100
Cc1ccccc1OCC(O)Cn1c(NCc2ccccc2)nc2c1c(=O)[nH]c(=O)n2C (centres undefined)	9	98	/	2	7	1	5	2.3	102
COC(=O)c1sc(NC(=O)CC(C)C)c(C(=O)OC)c1C	1	104	105	5	6	1	3	1.1	103
COc1cccc(N(CC(=O)Nc2cccc(C(C)=O)c2)S(C)(=O)=O)c1	-2	113	110	0	0	5	4	0.5	95
COc1cc(NC(=O)NCC2CCN(Cc3ccccc3Cl)CC2)cc(OC)c1OC	7	93	102	-1	-3	0	5	-0.5	41*
CCCCOc1ccccc1NC(=O)C=C(C)C	0	/	99	2	0	5	-5	1.6	91
CNC(=O)c1c(N)sc2c1CCCCC2	-5	107	114	72*	56*	4	36*	-8.7	76
COc1ccc(N2CCN(C(=O)COC(=O)CCOc3ccc(C)cc3)CC2)cc1	7	87	106	1	1	0	9	2.6	92
COc1cc(NC(=S)NCCSc2ccc(C)cc2)cc(OC)c1	45	92	90	2	1	0	3	-1.7	96
O=C(CCC(=O)c1ccc[nH]1)c1ccc(Cl)cc1	47	92	100	2	8	2	-3	2.5	88
COC(=O)c1ccc(CNC(=O)CCc2c[nH]c3ccccc23)cc1	44	103	106	2	6	1	-1	-3.3	94
Cc1ccc(Nc2nc(N)[nH]c(=O)c2N=O)cc1	14	99	94	32	29	1	24	-9.8	90
Cc1cc(C(=O)Nc2ccc(C)c(C)c2)n(-c2ccccc2)n1	27	106	95	-4	3	0	-1	-1.1	90
